NR5A2 inv ag: inverse agonists of human LRH-1 (NR5A2). O00482. HEK293T StAR-luciferase reporter, LRH-1 transfected, 24 h. inhibition, % at 3.6 µM. actives 0.13% (n = 360,000). AID 602396;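 active = inhibition above the mean inhibition of all tested compounds plus 3 SD, cut at about 73% in these data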;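 also: 0% = DMSO wells and 100% = reporter-only cells lacking LRH-1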
TLR9-MyD88 inh: TLR9-MyD88 interaction inhibition | actives 0.21% (n = 340,000) | inhibition, % at 4.98 µM | Q9NR96+Q99836 | CHO BLA complementation TLR9-MyD88, CCF4 FRET ratio | AID 504734;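 active = inhibition above the mean over all tested compounds plus 3 SD, cut at about 21% in these data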;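 also: 0% = DMSO only wells and 100% = clavulanate BLA inhibitor control wells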
Target sequence (Q99836 whole entry, looked up): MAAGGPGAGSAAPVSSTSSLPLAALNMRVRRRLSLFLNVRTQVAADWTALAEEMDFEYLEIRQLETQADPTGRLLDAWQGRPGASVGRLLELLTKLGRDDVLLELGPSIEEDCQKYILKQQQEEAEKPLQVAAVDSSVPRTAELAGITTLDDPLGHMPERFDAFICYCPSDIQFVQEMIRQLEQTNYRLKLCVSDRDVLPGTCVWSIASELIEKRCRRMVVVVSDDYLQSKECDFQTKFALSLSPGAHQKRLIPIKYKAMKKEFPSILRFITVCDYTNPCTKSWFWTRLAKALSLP
Target sequence (Q9NR96 whole entry, looked up): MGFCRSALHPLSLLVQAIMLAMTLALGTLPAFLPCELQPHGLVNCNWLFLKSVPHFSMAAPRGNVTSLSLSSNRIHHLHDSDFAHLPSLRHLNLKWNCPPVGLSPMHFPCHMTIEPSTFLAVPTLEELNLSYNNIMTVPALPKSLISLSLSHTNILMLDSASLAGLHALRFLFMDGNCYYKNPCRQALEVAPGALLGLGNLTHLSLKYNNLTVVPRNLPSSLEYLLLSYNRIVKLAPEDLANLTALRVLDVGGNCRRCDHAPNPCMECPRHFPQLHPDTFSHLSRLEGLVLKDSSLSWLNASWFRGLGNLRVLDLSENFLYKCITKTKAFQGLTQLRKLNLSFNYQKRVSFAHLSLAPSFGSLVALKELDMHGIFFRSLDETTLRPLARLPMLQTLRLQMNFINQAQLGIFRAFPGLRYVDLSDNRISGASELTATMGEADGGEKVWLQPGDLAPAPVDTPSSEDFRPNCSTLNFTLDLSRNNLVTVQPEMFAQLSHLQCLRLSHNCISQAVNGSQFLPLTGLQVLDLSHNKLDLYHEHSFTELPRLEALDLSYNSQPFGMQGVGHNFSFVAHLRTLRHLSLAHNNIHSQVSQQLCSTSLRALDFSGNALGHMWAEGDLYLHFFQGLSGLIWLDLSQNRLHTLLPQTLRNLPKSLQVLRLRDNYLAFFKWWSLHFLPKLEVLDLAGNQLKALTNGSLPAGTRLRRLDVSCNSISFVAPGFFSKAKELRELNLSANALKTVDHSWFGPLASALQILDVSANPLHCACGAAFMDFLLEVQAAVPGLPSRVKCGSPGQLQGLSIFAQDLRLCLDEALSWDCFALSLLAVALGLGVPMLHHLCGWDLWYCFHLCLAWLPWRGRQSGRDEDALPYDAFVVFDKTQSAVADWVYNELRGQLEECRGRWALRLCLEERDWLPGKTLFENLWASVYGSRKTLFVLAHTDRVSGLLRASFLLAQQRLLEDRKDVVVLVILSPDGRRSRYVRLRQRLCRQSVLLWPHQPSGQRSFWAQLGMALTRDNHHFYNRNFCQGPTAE
ABHD5 PLIN5 PPI: ABHD5-PLIN5 protein interaction inhibition; Split G. princeps luciferase complementation, luminescence, 4 h; inhibition, % at 4 µM; actives 0.78% (n = 360,000); AID 602281;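 active = inhibition above the mean inhibition across every tested compound plus 3 SD, cut at about 22% in these data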;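 also: 0% = DMSO only wells and the 100% control is not disclosed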
SRC2 inh: human SRC2 (NCOA2) inhibition; Q15596; HEK293 GAL4-SRC2 luciferase reporter, luminescence; inhibition, % at 9 µM; actives 0.17% (n = 370,000);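 active = inhibition above the mean inhibition of all tested compounds plus 3 SD, set per campaign, cut at about 52% in these data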;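 also: 0% = DMSO treated cells and 100% = cells given Gossypol at 36 µM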
SRC1 inh: inhibits human SRC1 coactivator. inhibition, % at 3.6 µM. Q15788. HEK293 GAL4-SRC1 luciferase reporter, luminescence. actives 0.12% (n = 360,000);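 active = inhibition above the campaign mean plus 3 SD, with each screening campaign given its own cutoff, cut at about 60% in these data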;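 also: 0% = DMSO treated cells and 100% = gossypol at 36 µM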
LMP1 NFkB inh: inhibitors of Epstein-Barr LMP1-induced NF-kappaB reporter; LMP1-induced NF-kappaB luciferase reporter cells, luminescence; inhibition, % at 12.5 µM; actives 0.69% (n = 350,000); AID 504558; in the data active = inhibition above about 41%;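 also: 0% = neutral control wells and 100% = reference inhibitor control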
MC4R antag cAMP: antagonists of human melanocortin 4 receptor (MC4R). inhibition, % at 6.5 µM. MC4R-expressing cells, MTII-stimulated cAMP, LANCE TR-FRET. actives 0.48% (n = 360,000). AID 540295;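 active = inhibition above its plate's cutoff, the mean of tested wells on that plate plus 3 SD, cut at about 29% in these data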;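 also: 0% = Melanotan II alone and 100% = Melanotan II plus saturating MCL0020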
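System: U2OS cells stably expressing human melanocortin 4 receptor (MC4R). Reagent: Melanotan II challenge after compound preincubation. Doses: 6.5 µM. Times: 30-min compound, 1-h challenge, 1-h detection, room temperature. Measured by: TR-FRET with Eu-cAMP and labeled anti-cAMP, 671 nm. Replicates: singlicate.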
NOD2 RIPK2 PPI: NOD2-RIPK2 protein interaction inhibition; O43353; CHO BLA complementation NOD2-RIPK2, CCF4 ratio; inhibition, % at 4.98 µM; actives 0.38% (n = 360,000); in the data active = inhibition above about 21%;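 also: 0% = vehicle only and 100% = reference blocker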
SRC3 inh: inhibitors of human steroid receptor coactivator 3 (SRC3). Q9Y6Q9. HEK293 GAL4-SRC3 luciferase reporter, luminescence. inhibition, % at 3.6 µM. actives 0.17% (n = 360,000);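 active = inhibition above a per-campaign cutoff, the mean of all compounds plus 3 SD, cut at about 60% in these data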;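 also: 0% = DMSO-treated cells and 100% = gossypol-treated cells at 36 µM; higher means less SRC3-driven luciferase light from the GAL4 reporter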
COUP-TFII inh: inhibitors of human COUP-TFII (NR2F2). P24468. HEK293T NGFI-A luciferase reporter, luminescence. inhibition, % at 8.6 µM. actives 0.7% (n = 370,000). AID 686940;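 active = inhibition above a per-plate cutoff, mean inhibition of test wells between control levels plus 3 SD, cut at about 38% in these data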;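 also: cells cotransfected with COUP-TFII expression vector driving the NGFI-A reporter; 0% = median of COUP-TF2 test wells and 100% = reporter-only cells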
MC4R barr agon: agonists of human melanocortin 4 receptor (MC4R) beta-arrestin; activation, % at 8.9 µM; AID 540308; U2OS MC4R beta-arrestin complementation, luminescence; percent of melanotan II response, DMSO zero; actives 0.98% (n = 360,000); P32245;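 active = activation above a per-plate cutoff, the mean activation of sample wells on that plate plus 3 SD, cut at about 8% in these data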
Active calls of the source: *; . = not tested or not shown. This is a subset (hit frequency here may not be typical).

SMILES | NR5A2 inv ag | TLR9-MyD88 inh | ABHD5 PLIN5 PPI | SRC2 inh | SRC1 inh | LMP1 NFkB inh | MC4R antag cAMP | NOD2 RIPK2 PPI | SRC3 inh | COUP-TFII inh | MC4R barr agon
CCC(C)OC(=O)C[N+](C)(C)CCOC1CC2CCC1(C)C2(C)C (configuration not stated) | 18 | . | 6 | -22 | 26 | 9 | -2 | 1 | 24 | 11 | -1.3
CCN(C(=O)COC(=O)c1cc(OC)ccc1Br)C1CCS(=O)(=O)C1 (configuration not stated) | 5 | -4 | 2 | -4 | 3 | 2 | 14 | 2 | 8 | -4 | -0.5
Cc1cc2nc3n(c2cc1C)CC1CC(C(=O)NCc2cccc(C(F)(F)F)c2)N(C)C31 (configuration not stated) | -10 | -8 | -9 | 14 | -7 | 1 | 3 | 10 | 13 | 7 | -0.9
Cc1ccc(C2=Nc3ccccc3NC(C)(c3ccc(C)o3)C2)o1 (configuration not stated) | -153 | -5 | 16 | -33 | -113 | -3 | 10 | -10 | -87 | -32 | -0.7
COC(=O)c1ccc(-c2ccc(C(c3c(C)[nH][nH]c3=O)c3c(C)[nH][nH]c3=O)o2)cc1 | 1 | -8 | -37 | 7 | 0 | -1 | -6 | -8 | 12 | -19 | -1.7
O=C(Nc1ccccc1)OCCCCCOC(=O)Nc1ccccc1 | -5 | -1 | 3 | 12 | -2 | 18 | -3 | -4 | -2 | 4 | 6.1
COc1ccc(CN(CC(O)COCc2ccccc2)S(=O)(=O)c2ccccc2Br)cc1 (configuration not stated) | 16 | 2 | -2 | 18 | -3 | -4 | 3 | -13 | -25 | 3 | 0.4
Cc1ccc2occ(/C=N/O)c(=O)c2c1 | 1 | 10 | 0 | -10 | -8 | -6 | -11 | 12 | -9 | 17 | -1.8
Cc1ccccc1N1C(=O)CC2(CCCC2)CC1=O | -15 | -3 | -1 | 0 | 6 | -5 | 4 | 5 | 5 | -10 | 0.2
Cc1onc(-c2c(Cl)cccc2Cl)c1NC(=O)NN(C)c1ccc([N+](=O)[O-])cn1 | 1 | 9 | 0 | -12 | 9 | -3 | 3 | -2 | 19 | 12 | 0.4
COCCn1cnnc1SCC(=O)c1ccc(S(=O)(=O)N2CCCC2)cc1 | -1 | -4 | -2 | -4 | 8 | -2 | 6 | -3 | 28 | -2 | -1.6
O=C(CNCc1ccc(Cl)cc1)Nc1ccc(C(=O)N2CCCCCC2)cc1 | -14 | -3 | -4 | -3 | -1 | 4 | 13 | 6 | 2 | 14 | 0.5
COC(=O)CS(=O)(=O)c1cccc2cccnc12 | 11 | 2 | -2 | 4 | -4 | -7 | -10 | -5 | 15 | -15 | -2.6
COc1ccccc1CNC(=O)c1ccc(NC2=NC3CS(=O)(=O)CC3S2)cc1 (configuration not stated) | 4 | -9 | 4 | 7 | -1 | 1 | 3 | -4 | 0 | -3 | -2.7
COc1ccc(S(=O)(=O)N2CCN(C(=O)c3cc(C)on3)CC2)cc1 | -23 | -2 | 7 | -1 | -6 | 3 | 15 | 6 | -2 | 0 | -0.1
Cc1ccc(S(=O)(=O)N(Cc2nccn2C)C(C)C)cc1 | -25 | 7 | -1 | -20 | 12 | 0 | -1 | 0 | 9 | 4 | -0.9
CCCCCCCCCCCCN1[C@@H](CC(=O)O)c2cc(C(F)(F)F)ccc2S1(=O)=O | 21 | -5 | -4 | -11 | 9 | -13 | 2 | -12 | 15 | -34 | 3.8
Cc1cc(C)n(-c2ccc(C(=O)N3CC(C)OC(C)C3)cc2)n1 (configuration not stated) | -10 | 9 | 2 | -2 | 10 | -4 | 1 | -6 | 1 | 12 | -1.9
COc1cc(C(=O)NNC(=O)c2cc(C)[nH]n2)cc(OC)c1OC | 11 | -12 | -5 | -1 | -21 | 1 | 5 | -24 | 4 | 8 | 0.1
O=C(CSc1nccc(=O)[nH]1)Nc1ccc2ccccc2c1 | 23 | -10 | 6 | -4 | 3 | -6 | 2 | -4 | 9 | -6 | -1.4
CCOc1ncccc1C(=O)OCC(=O)NC1CC1 | -1 | -7 | 2 | -15 | -22 | 30 | 1 | -9 | -9 | 2 | -2.4
CN1CCC(=NNC(=O)C(=O)Nc2ccccc2F)CC1 | -11 | 10 | -3 | -17 | 0 | -6 | 15 | -2 | 4 | -6 | -2.0
COc1ccc2[nH]c(=O)c(CN(C(=O)c3cccnc3)c3cc(C)ccc3C)cc2c1 | -1 | -5 | -2 | -23 | 16 | 2 | 15 | -3 | 1 | -3 | -0.2
COc1ccccc1C(=O)CN1C(=O)NC2(CCc3ccccc32)C1=O (configuration not stated) | 10 | 5 | 7 | -14 | -5 | -2 | 10 | -4 | -7 | 1 | -0.4

Results in NR5A2 inv ag and MC4R barr agon, for two of the compounds above:
SMILES	NR5A2 inv ag	MC4R barr agon
CN1CCC(=NNC(=O)C(=O)Nc2ccccc2F)CC1	-11	-2.0
COc1ccc2[nH]c(=O)c(CN(C(=O)c3cccnc3)c3cc(C)ccc3C)cc2c1	-1	-0.2

Continuation:
SMILES | NR5A2 inv ag | TLR9-MyD88 inh | ABHD5 PLIN5 PPI | SRC2 inh | SRC1 inh | LMP1 NFkB inh | MC4R antag cAMP | NOD2 RIPK2 PPI | SRC3 inh | COUP-TFII inh | MC4R barr agon
O=C(CN1CCN(c2ccc(O)cc2)CC1)Nc1ccc2c(c1)OCCO2 | 9 | 1 | 4 | 8 | 7 | 5 | -6 | -13 | 5 | 19 | -0.2
CCOC(=O)c1ccc(O)c(-n2cc3c(c2-c2ccccc2)c(=O)n(C)c(=O)n3C)c1 | 15 | . | -9 | -24 | 11 | . | . | -1 | -35 | 0 | .
CCOC(=O)C1CCN(C(=O)COc2ccc(Br)cc2C)CC1 | -1 | -5 | 2 | -1 | -3 | 4 | -6 | 11 | 18 | 7 | -3.8
CC1=C(C(=O)O)N2C(=O)C(NC(=O)c3ccccc3Cl)C2SC1 (configuration not stated) | 10 | -1 | -8 | -9 | -8 | 15 | 5 | -5 | -13 | -18 | -0.8
CC(C)(C)N(Cc1ccccc1)C(=O)c1ccc2c(c1)OCCO2 | 14 | 1 | -7 | 2 | 6 | 0 | -5 | -5 | 6 | 5 | -1.7
CCOC(=O)C(CCc1ccccn1)c1ccccc1 (configuration not stated) | 4 | -3 | 1 | -18 | -8 | -14 | -2 | -7 | -6 | 8 | -2.1
CC1(C)Cc2c(cnn2-c2ccccc2)C(=O)/C1=N\NC(=O)c1ccccc1 | -18 | 2 | -3 | -4 | -21 | -5 | 2 | -8 | -5 | 12 | -0.4
COc1ccc(/C=C2\SC(=S)N(NC(=O)c3csc4c3CCCC4)C2=O)cc1 | 9 | 0 | 7 | -7 | -2 | -10 | -1 | -22 | 8 | -3 | 0.9
Cc1nc2ccc(NC(=O)c3ccc(Br)o3)cc2s1 | -170 | -6 | 2 | -58 | -65 | -27 | 15 | -3 | -64 | -41 | 0.7
Cc1cccc(C(=O)NNC(=O)c2ccccc2-n2cccc2)c1 | -2 | 3 | -7 | 10 | 0 | -2 | -1 | -1 | 16 | -18 | -4.0
c1cc(CSc2nnc(-c3ccc4c(c3)OCO4)o2)ccn1 | -76 | -2 | 6 | -15 | -72 | -5 | 14 | 4 | -69 | -44 | -0.3
Cc1c(O)c2ccccc2oc1=O | -12 | -5 | 6 | 6 | 2 | -6 | 0 | -3 | 5 | 1 | 0.3
CCCCn1c(=O)c2ccccc2n2c(=S)[nH]nc12 | 13 | 1 | -2 | 8 | 3 | 5 | 1 | -10 | -6 | 12 | -1.7
Cc1ccccc1-n1nc(C)c2cc(C(=O)N3CCN(S(=O)(=O)c4ccc(Cl)cc4)CC3)sc21 | 13 | -9 | 1 | -13 | 7 | 27 | 12 | -6 | -1 | -1 | -2.2
COc1cccc(C(=O)N2CCC(N3CC(C)OC(C)C3)CC2)c1 (configuration not stated) | -7 | -4 | -8 | -25 | 3 | -7 | 5 | 2 | 7 | -3 | -1.8
CN(C)c1ccc(/C=N/NC(=O)CCc2nc3ccccc3[nH]2)cc1 | 6 | 0 | 0 | 21 | -2 | -7 | -7 | -12 | 22 | 19 | -0.1
O=C(NC1=NCCS1)C1CC(=O)N(c2ccccc2)C1 (configuration not stated) | -5 | 3 | -4 | 12 | -7 | 1 | 0 | -5 | 13 | 5 | -1.3
O=C(c1ccco1)N1CCCC(c2nc3c(nnn3Cc3ccccc3)c(=O)[nH]2)C1 (configuration not stated) | -16 | 6 | -2 | -9 | 3 | -6 | -2 | -9 | -9 | 5 | 1.7
CCOC(=O)Cn1nnnc1C(CC)N(Cc1cccs1)Cc1cc2ccc(OC)cc2[nH]c1=O (configuration not stated) | 6 | 0 | 4 | 11 | -6 | -6 | 14 | 5 | 17 | -7 | -1.8
O=C(CCCC(=O)Nc1ccccc1Br)N/N=C/c1c(F)cccc1Cl | 18 | -6 | 8 | 12 | 15 | 2 | -2 | 7 | 10 | 1 | -1.6
COC(=O)[C@@H]1C2CCC(C(=O)Nc3ccccc3)(CC2)[C@@H]1C(=O)OC | 1 | 14 | 0 | -5 | 4 | -10 | 2 | 13 | -1 | 6 | -2.3
Cc1cccc(NC(=O)CC2Nc3cccc4cccc(c34)NC2=O)c1 (configuration not stated) | 15 | 8 | -11 | 2 | -20 | 3 | 2 | 4 | 4 | 13 | 1.3
COc1ccc(C2N=C(Nc3ccc(C)cc3)Nc3nc(C)cc(=O)n32)cc1 (configuration not stated) | -10 | -5 | 7 | -6 | -1 | -3 | 2 | -4 | 1 | 4 | 0.0
COc1ccccc1-c1nn(-c2ccccc2)cc1C(=O)NCC(c1ccco1)N1CCCC1 (configuration not stated) | 4 | 3 | 8 | -1 | -1 | -3 | 0 | 1 | 7 | 6 | -0.5
CCCCc1ncc(CN2CCN(Cc3ccc(C)cc3)C(CCO)C2)[nH]1 (configuration not stated) | 10 | 6 | 0 | -31 | 15 | 5 | 7 | -7 | 16 | -12 | -1.2
COc1cc(-c2nc3oc4ccccc4c(=O)c3c(=O)n2Cc2ccco2)cc(OC)c1OC | 6 | -1 | 2 | -25 | 5 | 1 | 8 | 3 | -17 | 3 | -1.2
Fc1ccccc1-n1[nH]nnc1=S | 16 | -10 | -4 | -17 | 9 | 5 | 0 | -7 | -12 | 0 | -1.0
CCOC(=O)c1c(NC(=O)c2cc(CC(C)C)on2)sc(C(C)=O)c1C | -6 | 4 | -7 | -7 | -16 | 1 | 10 | -1 | -7 | 2 | 0.6
C/C(=N\NC(=S)Nc1ccc(F)cc1)C1CC1 | -24 | -3 | -6 | -25 | -9 | -17 | 19 | -6 | 0 | 7 | 0.0
COc1cccc(C(=O)OCn2nnc3ccccc3c2=O)c1 | -4 | 7 | 13 | -21 | -3 | 4 | 8 | -3 | 6 | 22 | -0.2

Bioassay records from PubChem.
